Screening results (PubChem)
TRHR agonist: agonists of human TRH receptor | activation, % at 2 µM | TRHR cells, calcium flux fluo-8, FDSS agonist mode | hit rate 0.18% among 360,000 | AID 493084; in the data active = activation above about 30%; note: 0% is about no effect
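Steps: seed TRHR cells overnight; add fluo-8 no-wash Ca dye, RT 30 min–1.5 h; record 10 s baseline; pin-transfer compounds; monitor fluorescence 1 cycle/s for the agonist window. Calcium increases flag candidate agonists.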
PI4K2A inh: inhibitors of human PI4K2A. Q9BTU6. purified PI4K2A, ADP-Glo luminescence, 1 h; hits give low values. activity change, negative = inhibition, % at 76.9 µM. hit rate 0.13% among 420,000. AID 1346378; in the data active = activity change below about -50%; inconclusive = mostly about -30% to -49%;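 note: -100% = wells without enzyme as full effect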
Target sequence (Q9BTU6 whole entry, looked up): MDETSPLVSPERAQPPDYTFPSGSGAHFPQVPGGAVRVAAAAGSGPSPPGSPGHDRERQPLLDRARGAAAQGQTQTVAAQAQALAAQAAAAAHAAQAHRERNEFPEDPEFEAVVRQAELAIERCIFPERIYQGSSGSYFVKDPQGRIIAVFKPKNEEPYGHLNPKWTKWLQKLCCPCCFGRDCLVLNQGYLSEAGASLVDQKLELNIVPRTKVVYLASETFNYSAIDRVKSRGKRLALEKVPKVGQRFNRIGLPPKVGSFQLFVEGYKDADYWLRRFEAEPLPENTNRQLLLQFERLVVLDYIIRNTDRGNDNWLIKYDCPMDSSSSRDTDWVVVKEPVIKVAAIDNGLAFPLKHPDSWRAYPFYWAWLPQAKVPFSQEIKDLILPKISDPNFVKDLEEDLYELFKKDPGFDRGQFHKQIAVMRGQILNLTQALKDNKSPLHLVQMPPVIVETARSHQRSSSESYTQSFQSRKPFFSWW
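In this quantitative HTS, ADP production by PI4K2A was quantified luminescently after 1 h at ambient temperature; 100 microM adenosine served as plate-quality control.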
rTrxR1 inhibitor: inhibitors of rat thioredoxin reductase 1; O89049; recombinant rTrxR1, NADPH fluorescence consumption, selenite substrate; Potency, µM (series often up to 114 µM), for inactives: at the top dose activity change, negative = inhibition, usual class: inhibitors; hit rate 1% among 390,000; AID 588453; note: potency is the fitted concentration of half-maximal effect; % is set by controls: 0 for no effect and ±100 for the full control effect; nearly all actives have a fitted effect of over 65% in size
Target sequence (O89049 whole entry, looked up): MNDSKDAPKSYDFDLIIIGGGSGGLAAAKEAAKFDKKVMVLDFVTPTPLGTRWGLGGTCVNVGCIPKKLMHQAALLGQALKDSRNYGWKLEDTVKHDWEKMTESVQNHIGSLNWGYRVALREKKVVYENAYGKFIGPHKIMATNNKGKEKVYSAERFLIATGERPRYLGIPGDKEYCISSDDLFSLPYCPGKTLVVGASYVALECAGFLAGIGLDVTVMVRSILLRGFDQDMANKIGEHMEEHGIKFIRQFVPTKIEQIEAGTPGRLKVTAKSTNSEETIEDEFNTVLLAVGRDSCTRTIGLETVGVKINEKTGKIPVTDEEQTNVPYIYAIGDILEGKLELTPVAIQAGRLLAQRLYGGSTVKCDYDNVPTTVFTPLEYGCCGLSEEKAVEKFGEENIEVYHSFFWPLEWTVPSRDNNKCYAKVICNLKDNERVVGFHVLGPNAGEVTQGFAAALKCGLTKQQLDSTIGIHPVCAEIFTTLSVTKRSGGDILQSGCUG
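Rat TrxR1 (90 nM in the dispensed reagent) was pre-reduced with 400 uM NADPH for 5 min at room temperature, then incubated with compound for 15 min. After 400 uM selenite was added, NADPH fluorescence (Ex 340/Em 450 nm) was followed for 8 min.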
mIDH1 inhibitor: inhibitors of human mutant IDH1 R132H; AID 602179; O75874; hit rate 0.093% among 390,000; Potency, µM (top dose mostly 76.6 µM), for the others: at the top dose activity change, negative = inhibition, usual class: inhibitors; IDH1-R132H enzyme, NADPH consumption, diaphorase/resazurin fluorescence; note: potency is the fitted concentration of half-maximal effect; % is set by controls: 0 for no effect and ±100 for the full control effect; nearly all actives have a fitted effect of over 65% in size
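IDH1-R132H (0.5 ug/mL) preincubated 30 min with compound, then NADPH (0.016 mM) and alpha-KG (2 mM) added; 80 min at RT, pH 7.5. Remaining NADPH coupled via diaphorase/resazurin to fluorescence (540/590 nm); concentration-response curves normalized to no-enzyme control.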
TRHR enhancer: TRH receptor (human) allosteric enhancement. hit rate 0.66% among 360,000. P34981. TRHR cells, fluo-8 calcium fluorescence, EC20 TRH enhancement. enhancement, % at 2 µM; in the data active = enhancement above about 30%; note: 0% is about no effect
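TRHR-expressing cells loaded with fluo-8 calcium dye were read kinetically (ex 480/em 530) during compound addition, then stimulated with an EC20 of TRH (10 nM final). Enhancement of the Gq-mediated intracellular calcium response was scored.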
USP1-UAF1 inh: blocks the human USP1/UAF1 deubiquitinase complex. O94782. recombinant USP1/UAF1, Ub-Rhodamine cleavage fluorescence. Potency, µM (top dose mostly 57.1 µM), inactives show at the highest dose activity change, negative = inhibition, actives largely listed as inhibitors. hit rate 0.23% among 390,000. AID 743255; note: potency is the fitted concentration of half-maximal effect; % is set by controls: 0 for no effect and ±100 for the full control effect; nearly all actives have a fitted effect of over 60% in size; inactives centre near -12
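USP1/UAF1 complex (1 nM) preincubated 15 min at room temperature with compound, then Ub-Rho substrate (150 nM final) added. Kinetic fluorescence at 480/540 nm over 6 reads at 60 s intervals; 50 mM HEPES pH 7.8, 0.5 mM EDTA, 0.1 mg/ml BSA, 1 mM TCEP, 0.01% Tween-20.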
D2 ag: D2 dopamine receptor (human) agonism | P14416 | HEK293 T-REx D2 cells, calcium flux agonist mode | activation, % at 2 µM | hit rate 0.53% among 340,000 | AID 485358;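 active = activation over 3 SD above normal in the single-dose calcium agonist read, cut at about 30% in these data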; note: 0% is about no effect
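HEK293 Trex D2 cells, tetracycline-induced, o/n 30 C 5% CO2; no-wash Ca dye, RT 30–90 min; 10-cycle baseline, 23 nl cpd added, kinetic Ca read 180 s; agonist hits = positive Ca response.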
D2 antag: D2 dopamine receptor (human) antagonism | HEK293 TREx D2 cells, calcium flux, dopamine EC80 | inhibition, % at 10 µM | hit rate 2% among 340,000; in the data active = inhibition above about 30%; note: 0% is about no effect
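Cells plated overnight at 30 C with tetracycline; no-wash calcium dye, 30–90 min RT; 10 s baseline; compound pinned; 180 s read; EC80 dopamine added; another 180 s read.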
TrxR1 substrate: is turned over as a substrate by rat TrxR1. O89049. Potency, µM (series often up to 114 µM), without a hit: at the highest dose activity change, negative = substrate turnover. hit rate 0.01% among 390,000. purified TrxR1 substrate turnover, NADPH consumption readout; note: potency is the fitted concentration of half-maximal effect; % is set by controls: 0 for no effect and ±100 for the full control effect; nearly all actives have a fitted effect of over 50% in size
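Rat TrxR1, dispensed at 90 nM, was prereduced with 400 uM NADPH (final) for 5 min at ~22 deg C, then incubated with compound 15 min before 400 uM selenite. A first-read NADPH fluorescence drop versus no-compound background flagged substrates.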
* = called active by the depositor; ? = inconclusive; / = not tested or not shown; [ ] = remark or other dose. Unless noted, calls come from the whole dose curve; as a rule, active = well fitted inhibition curve with a large enough effect; inconclusive = small, poorly fitted or top-dose-only effect; inactive = no such curve, though single readings can be large or run the other way.

SMILES	TRHR agonist	PI4K2A inh	rTrxR1 inhibitor	mIDH1 inhibitor	TRHR enhancer	USP1-UAF1 inh	D2 ag	D2 antag	TrxR1 substrate
CN(C)C(=O)CCc1ccc2c3c([nH]c2c1)[C@]1(C)[C@@H](C(=O)N2CCOCC2)C[C@H](CC(=O)NC(C)(C)C)C(=O)N1CC3	/	-4	16%	-1%	/	-18%	/	/	3%
COc1ccc(NCc2nnc(SCC#N)n2-c2ccccc2OC)cc1	0.0	10	16%[57.1 µM]	2%	0	-25%	0.2	-1	7%[57.1 µM]
Cc1ccccc1C(=O)NC1CCN(Cc2nnnn2C2CCCC2)CC1	0.8	-7	-13%	1%	1	-5%	1.5	-9	-3%
CCC/C(O)=C1\C(=O)CCCC1=NC(C)C(=O)O (stereo unspecified)	0.9	-2	44%[activator]	9%	-1	?	-0.8	0	10%
Cc1ccc(-n2cnc3sc(C)c(C)c3c2=O)cc1	-1.4	0	18%	0%	-1	-23%	-2.8	-2	4%
CC(C)(C)c1ccc(OCC(=O)Nc2ccc(S(=O)(=O)Nc3ncccn3)cc2)cc1	0.6	-1	29%[57.1 µM]	?	-4	-12%	0.2	/	3%[57.1 µM]
O=C(Nc1cccnc1)OC1CCCC1	-0.4	2	13%[57.1 µM]	-2%	-2	-15%	-0.7	1	-3%[57.1 µM]
CS(=O)(=O)c1ccccc1C(=O)Nc1ccc(-c2nc3ccccc3[nH]2)cc1	0.2	-6	8%	-4%	-16	-21%	0.2	1	-8%
CCc1nc(SCC(=O)N2CC(=O)Nc3ccccc32)c2c(C)c(C)sc2n1	-2.8	1	10%	?	27	-26%	2.2	30	1%
Cc1c2n(c3ccccc13)CC/C2=N\O	0.2	6	-1%[57.1 µM]	-1%	1	4%	-0.6	8	9%[57.1 µM]
CC(NC(=O)N(Cc1ccccc1)Cc1ccc2c(c1)OCO2)(C(F)(F)F)C(F)(F)F	1.2	4	9%	2%	-3	-14%	0.3	12	-13%
Cc1ccc(CNCc2ccc3c(c2)OCO3)c(C)c1	-0.3	0	13%	0%	13	-7%	0.3	-21	2%
CN(C)c1ccc(/C=C/C(=O)c2ccc3c(c2)OCO3)cc1	121*	-18	-22%	3%	24	25µM*	68*	-52	-12%
O=C(C1CCCO1)N1CCN(c2ccc(F)cc2)CC1 (stereo unspecified)	0.4	3	-3%	7%	-2	-12%	0.6	-13	-4%
Nc1ccc(-n2nncc2-c2ccccc2)cc1	0.3	-1	22%	-4%	-1	-16%	0.6	13	9%
CN(c1ccccc1)S(=O)(=O)c1cccc(NC(=O)CCN2C(=O)C3CCCCC3C2=O)c1 (stereo unspecified)	-0.1	2	15%[57.1 µM]	8%	1	-1%	/	/	9%[57.1 µM]
CCOc1ccccc1OCC(=O)Nc1cc(C)on1	/	5	5%	0%	/	-6%	/	/	-1%
O=C1NN(c2ccccc2)C(=O)/C1=C\c1ccccc1	0.6	-30	28µM*	-4%	1	-11%	-0.6	4	-5%
Cc1ccccc1NC(=O)COC(=O)c1ccccc1SCC(=O)N1CCCC1	-0.5	2	-4%	6%	4	-3%	-0.5	9	-4%
CC1CCN(S(=O)(=O)c2ccc3c(c2)oc(=O)n3CC(=O)N2c3ccccc3CC2C)CC1 (stereo unspecified)	1.3	-1	-3%	-10%	0	-16%	1.2	7	-9%
COc1cc2c(cc1N)-c1ccc(N)cc1C2	/	-5	-1%[11.4 µM]	5%	/	-17%	/	/	6%[57.1 µM]
COc1ccc(CNC(=O)C2CC(O)CN2C(=O)Nc2ccccc2)cc1 (stereo unspecified)	0.1	0	0%[57.1 µM]	1%	0	-2%	0.1	-23	4%[57.1 µM]
CN(Cc1nccn1C)C(=O)c1cc(COc2ccc3ncccc3c2)on1	0.8	2	-22%	8%	17	-26%	-1.0	1	-6%
CC(C)CCNC(=O)NC(=O)CSc1nnc(-c2ccccc2F)n1N	-2.4	-3	19%	9%	1	-9%	-0.8	-1	5%
O=C1CC(c2ccccc2)Sc2nc(-c3ccc(F)cc3)nn21 (stereo unspecified)	-0.3	3	4%	-1%	1	-16%	-0.4	/	-1%
COc1ccc(CNC(=O)COC(=O)[C@@H]2CCCN2C(=O)c2cccs2)cc1	/	1	14%[57.1 µM]	4%	/	-24%	/	/	-7%[2.29 µM]
Cc1ccc2c(c1)C(=O)CCN2	0.1	-1	-13%	0%	-1	14%	0.0	-3	-1%
Cc1cc(C)n(CC(=O)NC2C(=O)N3C(C(=O)O)=C(CSc4nnc(C)s4)CSC23)n1 (stereo unspecified)	0.0	-7	-24%	0%	1	-20%	/	/	11%
O=C1N=c2ccccc2=C1c1sc(=S)n(NC(=O)c2cccc(O)c2)c1O	-0.3	-14	0%	6%	1	?	1.2	8	1%
Cc1ccc2oc(=O)c3cnn(CC(=O)NCCc4ccsc4)c3c2c1	-0.2	-7	-6%	5%	-1	-25%	-0.3	14	4%[57.1 µM]

Just mIDH1 inhibitor, TRHR enhancer and rTrxR1 inhibitor, for some of the entries so far:
SMILES	mIDH1 inhibitor	TRHR enhancer	rTrxR1 inhibitor
CN(c1ccccc1)S(=O)(=O)c1cccc(NC(=O)CCN2C(=O)C3CCCCC3C2=O)c1 (stereo unspecified)	8%	1	15%[57.1 µM]
Cc1ccccc1NC(=O)COC(=O)c1ccccc1SCC(=O)N1CCCC1	6%	4	-4%

Next structures follow:
SMILES	TRHR agonist	PI4K2A inh	rTrxR1 inhibitor	mIDH1 inhibitor	TRHR enhancer	USP1-UAF1 inh	D2 ag	D2 antag	TrxR1 substrate
Cc1nc2c(C(=O)NCc3ccccc3Cl)c[nH]n2c(=O)c1Cc1cccc(Cl)c1	0.6	4	4%	-7%	-10	-22%	/	/	4%
CC(=O)N(c1nnc(-c2cccc(C)c2)s1)C1CCCC1	-0.5	4	2%	11%	2	-11%	0.0	-18	-5%
CCC(=O)n1nc(-c2ccc(OC)cc2)nc1NCc1cccs1	0.4	-2	28%	2%	4	-7%	0.3	-12	1%
N=c1oc2cc(O)ccc2cc1C(=O)Nc1nc2ccccc2s1	2.7	1	?	1%	2	-22%	2.4	16	/
O=C(NC(=S)Nc1cc([N+](=O)[O-])ccc1O)c1ccc2c(c1)OCO2	-0.3	-7	-19%	-5%	-5	5%	-1.1	11	-12%
Cn1c(SCC(=O)Nc2ccc3c(c2)CCC3)nnc1C1CC1	0.1	-2	-4%	3%	5	-16%	-0.4	-9	-9%
O=C(CNC(=O)c1ccncc1)N/N=C/c1ccccc1[N+](=O)[O-]	4.5	11	7%	9%	8	-4%	/	/	1%
Cc1cccc(C)c1NC(=O)CCn1cnc2ccccc2c1=O	-0.5	-2	21%	5%	-4	-20%	-1.8	-4	1%
COc1ccc(NC(=O)CN(C)C2CCS(=O)(=O)C2)cc1 (stereo unspecified)	0.3	-2	-1%	3%	-5	-19%	0.2	19	-2%
CC(C)CC(=O)Nc1nc2c(c(=O)[nH]1)CCCC2	-0.6	0	-4%	6%	-4	-5%	-0.6	-3	-1%
COc1cccc(C(=O)N2CCN(Cc3ccccn3)CC2)c1OC	-2.0	2	5%	0%	-2	1%	0.1	-15	7%
CN1CCN(C(=O)c2ccc3c(c2)N(Cc2c(F)cccc2Cl)C(=O)c2ccccc2S3)CC1	0.4	-10	-17%	5%	-5	-7%	12	/	-11%
CCOc1ccccc1NC(=O)C(OC(=O)c1ccccc1)c1ccccc1 (stereo unspecified)	1.7	-6	-14%	0%	4	-11%	1.2	-3	-10%
CCOC(=O)C1CCN(C(=O)CC2(CC(=O)O)CCCC2)CC1	0.3	-1	-3%	0%	-1	-18%	0.4	5	1%
Cc1ccc(CNC(=O)CN2C(=O)C3CCCCN3c3ccc(C(=O)N(C)C)cc32)cc1 (stereo unspecified)	-0.1	-1	33%[57.1 µM]	-2%	4	-21%	0.1	/	10%[57.1 µM]
CCOc1ccc(N(CC(=O)NN=C2CCCC2)S(C)(=O)=O)cc1	0.1	3	20%	11%	-4	-10%	0.2	-10	7%
CCc1cnc2c(c1SCCC(C)C)c(=O)n(C)c(=O)n2C	-0.1	2	11%[57.1 µM]	16%	-4	-24%	1.9	/	-2%[57.1 µM]
COc1ccc(Oc2ncnc3c2oc2ccccc23)cc1	0.0	-4	16%[57.1 µM]	-7%	8	?	0.1	/	1%[57.1 µM]
Cc1ccc(S(=O)(=O)N2CCCC2c2nc3ccccc3s2)cc1 (stereo unspecified)	/	1	3%	3%	/	-1%	/	/	-8%
CC1=NN(C(N)=S)C(=O)C1N=Nc1cccc2ccccc12 (stereo unspecified)	0.0	/	/	/	10	/	-1.0	21	/
Cc1cccc(C(=O)OCC(=O)NC(C)CCc2ccccc2)c1O (stereo unspecified)	0.4	-3	31%	12%	2	-9%	1.0	12	16%
O=S(=O)(c1ccc(Cl)cc1)N1CCn2c1nc1ccccc12	-0.5	-7	31%	10%	-1	-9%	-0.3	-18	16%
COc1ccc(-n2cnnc2SCCC#N)cc1	-2.3	7	7%	-4%	-3	-11%	1.3	-12	2%
COc1ccc(Br)cc1CN(C)CC(=O)NCc1ccc(F)cc1	-0.7	-18	5%[57.1 µM]	1%	-4	-11%	-3.3	0	-2%[57.1 µM]
Cc1cc(NCCCn2ccnc2)n2ncc(-c3ccccc3)c2n1	-0.2	-3	-19%	2%	-1	-26%	-0.8	-21	9%[57.1 µM]
COc1ccccc1-c1sc2ccccc2c1C#Cc1ccc(N(C)C)cc1	/	2	-11%	-6%	/	-10%	/	/	71%[activator]
COc1ccc(NC(=O)c2c(C(F)(F)F)nn(C)c2SCc2ccccc2Cl)cc1	0.0	-1	-10%	1%	0	-9%	-0.6	12	-5%
CN(C)c1cccc(C(=O)OCC(=O)Nc2ccccc2Sc2ccccc2)c1	-0.3	-6	30%	-1%	-8	-16%	-0.1	4	25%
Cc1ccc(-c2nc(S(=O)(=O)c3ccccc3)c(SCC(=O)NC3CCCCC3)o2)cc1	0.0	1	11%	19%	-6	-14%	-0.4	/	11%[2.29 µM]
COc1ccc(CCNC(=O)[C@@H]2C[C@H]2c2ccccc2)cc1OC	1.6	2	12%[57.1 µM]	-2%	3	-1%	0.4	21	5%[57.1 µM]
